Screening data from PubChem.
KB-V1 cytotox = kills drug-selected multidrug resistant KB-V1 cells; Potency, µM (series often up to 46.1 µM), for inactives: at the top dose activity change, negative = cytotoxicity, actives largely listed as cytotoxic; AID 1347076; hit rate 3.4% among 400,000; KB-V1 MDR cells viability, CellTiter-Glo, 72 h; further: potency means the concentration at half of the fitted maximal effect; on the % scale 0 is the no-effect control and ±100 the full control effect; nearly all actives have a fitted effect of over 60% in size
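Drug-selected KB-V1 cells, grown in DMEM lacking phenol red with 10% FBS, receive compound titrations; after three days at 37 degrees C, surviving cell ATP is quantified by CellTiter-Glo luminescence and responses normalized and curve-fitted.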
KB-3-1 cytotox = kills parental KB-3-1 adenocarcinoma cells. hit rate 1.4% among 400,000. KB-3-1 viability, CellTiter-Glo ATP luminescence, 72 h. Potency, µM (titrated, usually from 46.1 µM), without a hit: top-dose activity change, negative = cytotoxic, actives largely listed as cytotoxic; further: potency means the concentration at half of the fitted maximal effect; on the % scale 0 is the no-effect control and ±100 the full control effect; nearly all actives have a fitted effect of over 60% in size
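Parental KB-3-1 adenocarcinoma cells in phenol-red-free DMEM with 10% FBS were pin-treated with compounds at several concentrations, incubated 72 h at 37 °C, and viability read by CellTiter-Glo luminescence; concentration-effect curves were fitted after normalization.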
IL-1B inflam inh = inhibitors of inflammasome signaling (IL-1 beta secretion). THP-1 LPS/ATP IL-1B secretion, AlphaLISA, 16 h; stronger effect = lower value. hit rate 4.7% among 360,000. activity change, % at 57.5 µM; in the data active means activity change below about -50%; inconclusive means mostly about -30% to -49%; further: on the % scale 0 is the no-effect control and ±100 the full control effect
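THP-1 cells pretreated 1 hr with compounds (up to 57.5 uM final), then stimulated with LPS (250 ng/mL final) plus ATP (1.25 mM final); secreted IL-1B measured by AlphaLISA after 16 hr, decreased signal indicating inhibition.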
HT1080 IDH1KD tx = kills HT-1080 cells with IDH1 knockdown | Potency, µM (series often up to 46.1 µM), without a hit: at the highest dose activity, negative = toxicity, actives largely listed as cytotoxic | hit rate 2% among 360,000 | HT-1080 IDH1 knockdown viability, ATP luminescence, 48 h;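 further: potency means the concentration at half of the fitted maximal effect; 0% = DMSO wells and -100% = cell-free medium wells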
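Knockdown cells (IDH1KD HT-1080) received compounds 2 h after plating at 750 cells/well and were kept 48 h at 37 °C in 5% FBS RPMI. A CellTiter-Glo luminescence read gave % activity for curve fitting.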
GLP1R cytotox = cytotoxicity in counter-screen for GLP-1R inverse agonists | hit rate 0.13% among 410,000 | HEK293 cAMP-luciferase reporter cells, luminescence, 24 h | Potency, µM (series often up to 38.3 µM), without a hit: at the top dose activity change, negative = inhibition, actives largely listed as inhibitors;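 further: loss of luciferase light is scored as toxicity; potency means the concentration at half of the fitted maximal effect; on the % scale 0 is the no-effect control and ±100 the full control effect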
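Cells in DMEM/10% Nu serum/1% pen-strep, 1536-well format. Pre-incubated 12 h, dosed with 23 nL compound, incubated a further 24 h. Luciferase detection, 12 min at room temp, luminescence.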
D3 ag = D3 dopamine receptor (human) agonism; P35462; D3R DiscoveRx beta-arrestin cells, luminescence, 90 min; max activation, %; hit rate 0.58% among 410,000; AID 652048; in the data active means max activation above about 30%; further: 0% is about no effect; mostly tested at two doses, the higher about 12 µM
Target sequence (P35462 whole entry, looked up): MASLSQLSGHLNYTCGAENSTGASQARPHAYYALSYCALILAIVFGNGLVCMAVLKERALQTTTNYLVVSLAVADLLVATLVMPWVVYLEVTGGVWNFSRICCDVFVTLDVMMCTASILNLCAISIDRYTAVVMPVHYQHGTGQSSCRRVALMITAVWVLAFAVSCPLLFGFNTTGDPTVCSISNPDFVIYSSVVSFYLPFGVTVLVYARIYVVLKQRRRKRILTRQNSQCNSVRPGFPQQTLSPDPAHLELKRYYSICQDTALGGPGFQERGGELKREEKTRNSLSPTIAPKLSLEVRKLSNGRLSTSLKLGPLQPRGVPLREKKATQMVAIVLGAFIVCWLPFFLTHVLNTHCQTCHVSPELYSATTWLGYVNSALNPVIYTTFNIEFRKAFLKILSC
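Agonist mode: compounds and dopamine controls were applied to plated cells for 90 min at 37 degrees C after an overnight attachment at 1500 cells/well. Luminescent read-out followed 30 - 60 minutes at room temperature with DiscoveRx detection reagent.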
MCF10A rereplic = inducers of DNA re-replication in MCF 10A breast cells | MCF 10A DNA re-replication, Hoechst nuclear intensity, 48 h | Potency, µM (series often up to 46.1 µM), without a hit: at the highest dose activity, positive = re-replication, actives largely listed as activators | hit rate 2.9% among 350,000; further: potency means the concentration at half of the fitted maximal effect; % of control where 0% means no effect; nearly all actives have a fitted effect of over 50% in size
SW480 rereplic = DNA re-replication induction in SW480 cells; SW480 DNA re-replication, Hoechst DNA content imaging, 48 h; Potency, µM (titrated, usually from 46.1 µM), inactives show at the highest dose re-replication activation, hits mostly activators; hit rate 1.8% among 340,000; further: potency means the concentration at half of the fitted maximal effect; % of control where 0% means no effect; nearly all actives have a fitted effect of over 55% in size
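250 cells/well; 23 nL cpd via pin tool; 48 hr, 37 C, 5% CO2; Hoechst 40 min; imager read of total nuclear intensity, ex 405/em 500-530 nm.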
HT1080NT lethal = kills 2HG-producing HT-1080-NT fibrosarcoma cells; hit rate 1.6% among 360,000; Potency, µM (doses to about 46.1 µM), without a hit: top-dose activity, negative = less viability, most hits filed as cytotoxic; HT-1080-NT fibrosarcoma viability, CellTiter-Glo ATP luminescence, 48 h;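 further: NT is the 2HG producing partner of a matched IDH1 knockdown line; potency means the concentration at half of the fitted maximal effect; 0% = DMSO-treated cells and -100% = media-only wells without cells; nearly all actives have a fitted effect of over 55% in size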
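HT-1080-NT; 750 cells/well; 5% FBS RPMI; 48 h compound, 37 degrees C; CellTiter-Glo luminescence; curve fitting and curve-class assignment.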
An asterisk follows results filed as active; u = inconclusive; x = no result given; & = joins results of further samples; [ ] = remark or other dose. Unless noted, the call rests on the fitted dose curve; in most records, active means well fitted curve in the direction sought with a large enough effect; inconclusive means small, poorly fitted or top-dose-only effect, or another doubt; inactive means no such curve, though single readings can be large; an effect the other way counts as inactive or inconclusive.

cpd	SMILES	KB-V1 cytotox	KB-3-1 cytotox	IL-1B inflam inh	HT1080 IDH1KD tx	GLP1R cytotox	D3 ag	MCF10A rereplic	SW480 rereplic	HT1080NT lethal
1	COc1ccc(Nc2ccc([N+](=O)[O-])cn2)cc1	u	5%	-8	10%	-3%	-13	7%	-2%	-5%
2	CN(Cc1ccccc1)C(=O)C1CCN(Cc2ccc(F)cc2)CC1	-10%	3%	u	5%	7%	0	u	-4%[9.22 µM]	0%
3	CCn1c(O)c(N=NC(=O)c2cccs2)c2ccccc21	9.2µM*	u	29	10%	-6%	15	13%	-1%	14%
4	COCCOc1ccc(C(F)(F)F)cc1NC(=O)COC(=O)c1c(C)noc1C	-11%	-5%	11	-1%	-9%	2	-1%	-17%	-4%
5	Cc1cc2c(cc1C)N(C(=O)CSc1nncn1C)C(C)(C)c1ssc(=S)c1-2	-7%	-14%	u	-13%[9.24 µM]	u	-10	-4%	0%	u
6	COc1cc(OC)cc(C(=O)NNC(=O)c2ccc(S(=O)(=O)N3CC(C)OC(C)C3)cc2)c1 (configuration not stated)	8%	-9%	28	11%	5%	10	-2%	0%	18%
7	CC(=O)c1cccc(Nc2nc(-c3sc(N)nc3C)cs2)c1	-6%	-1%	-3	-2%	17%	4	u	1%	-3%
8	COc1cc(C2C(C(=O)c3ccc(C)o3)=C(O)C(=O)N2c2cc(C)on2)ccc1O (configuration not stated)	9%	-18%	0	-1%	-8%	1	-3%	-2%[9.22 µM]	-1%
9	CCOC(=O)Cc1nc2ccccc2[nH]1	6%	-13%	41	1%	56%[activator]	-23	5µM*	2µM*	18%
10	Cc1ccccc1C(=O)NC(C)C1CC2CCC1C2 (configuration not stated)	1%	24%	3	0%	-1%	7	-1%	-1%	-1%
11	Clc1ccccc1OCc1nnc2n1CCCCC2	-3%	0%	-5	1%	-6%	3	6%	19%	-4%
12	C/C(=N/NC(=O)C1CCN(S(=O)(=O)c2ccc(C)cc2)CC1)c1cccc([N+](=O)[O-])c1	23µM*	2%	16	-3%	-12%	9	4%	-2%	10%
13	Cc1[nH]c2ccccc2c1C(=O)COC(=O)c1cccc(S(=O)(=O)N2CCCCC2)c1	u	-4%	25	3%	u	5	17%	-3%	-2%
14	Cc1cn([C@H]2C[C@H](O)[C@@H](/C=C/C(=O)NCc3ccc4c(c3)OCO4)O2)c(=O)[nH]c1=O	0%	0%	3	11%	3%	9	x	x	20%
15	COc1cc(/C=C2/C(=N)N3N=C(CC(=O)N4CCOCC4)SC3=NC2=O)ccc1OC(C)c1ccccc1 (configuration not stated)	u	18%	9	7%	-22%	7	2%	6%	3%
16	COc1cc(C(=O)NC(CCSC)C(=O)OCc2cc([N+](=O)[O-])cc3c2OCOC3)cc(OC)c1OC (configuration not stated)	0%	8%	43	6%	0%	10	2%	-5%	-13%
17	CC(C)Nc1ncnc2[nH]ncc12	u	1%	-7	-8%	-11%	0	0%	-8%	0%
18	O=C(CNCc1ccc(Cl)cc1)Nc1ccc(C(=O)N2CCCCC2)cc1	4%	-1%	-12	-14%	-2%	-11	0%	-7%	-4%
19	N#CC1(NC(=O)COC(=O)CSc2ccc(F)cc2)CCCCC1	-2%	-3%	2	8%	11%	7	1%	-9%	-2%
20	CC(=O)c1ccc(O)c(CC=C(C)C)c1	u	6%	0	-3%	-10%	1	-2%	-1%	-5%
21	Cc1ccccc1OC(C)C(=O)Nc1cccnc1 (configuration not stated)	16%	19%	16	0%	-9%	2	15%	-35%[inhibitor]	-6%
22	CC(/C=N/n1c(COc2ccccc2)n[nH]c1=S)=C\c1ccco1	2%	-1%	x	6%	0%	3	2%	-5%	10%
23	CC1=NN(c2ccc(C)cc2)C(=O)/C1=C\C=C\c1ccccc1	u	23%	-180*	-16%	-4%	6	u	-7%	16%
24	CO/N=C(\C(=O)N[C@@H]1C(=O)N2C(C(=O)O)=C(COC(N)=O)CS[C@H]12)c1ccco1	5%	0%	19	6%	-2%	-15	7%	15%	-1%
25	Cc1ccc(S(=O)(=O)Nc2cccc3c2O[C@@H](CN(C)C(=O)Nc2ccc4c(c2)OCO4)[C@H](C)CN([C@@H](C)CO)C3=O)cc1	7%	-3%	-1	0%	u	-5	u	-3%	-1%
26	COC(=O)c1ccccc1NC(=O)C1CC(=O)N(c2ccc(F)cc2)C1 (configuration not stated)	-16%	14%	-22	21%	-13%	-4	0%	-4%	16%
27	Cc1ccc(NS(=O)(=O)c2cccc(C(=O)NCCCN3CCCC3=O)c2)cc1	-3%	-16%	15	-2%	-5%	5	5%	-6%	-2%
28	Cc1ccc(S(=O)(=O)N2C[C@@H]3[C@H]4CC[C@H](C4)[C@@H]3[C@@H](C)[C@H]2C#N)cc1	0%	0%	18	3%	-1%	8	u	3%	5%
29	Cc1ccc(NC(=O)Cn2cc(C(=O)c3ccco3)c3ccccc32)cc1C	u	-3%	x	x	-9%	11	x	x	x
30	CCNC(=O)CP(=O)(c1ccccc1)c1ccccc1	u	1%	-7	3%	13%	-3	1%	-6%	0%

The last two entries of the section before open the next one.
cpd	SMILES	KB-V1 cytotox	KB-3-1 cytotox	IL-1B inflam inh	HT1080 IDH1KD tx	GLP1R cytotox	D3 ag	MCF10A rereplic	SW480 rereplic	HT1080NT lethal
29	Cc1ccc(NC(=O)Cn2cc(C(=O)c3ccco3)c3ccccc32)cc1C	u	-3%	x	x	-9%	11	x	x	x
30	CCNC(=O)CP(=O)(c1ccccc1)c1ccccc1	u	1%	-7	3%	13%	-3	1%	-6%	0%
31	CC1=CCC2C(=O)N(c3cccc(C(=O)NCc4ccccc4)c3)C(=O)C2C1 (configuration not stated)	-8%	2%	16	7%	4%	5	u	0%	10%
32	O=[N+]([O-])c1cccc(Nc2nc(Cl)nc(Cl)n2)c1	1%	1%	42	14%	5%	-10	2%	-9%	28%
33	CC(C)Cc1nc(Cl)c(C#N)c2c1CCCC2	-9%	u	0	10%	5%	13	-4%	1%	0%
34	C=C[C@]1(C)C[C@@H](OC(=O)CSCCN(CC)CC)[C@]2(C)C(C)CC[C@]3(CCC(=O)[C@H]32)[C@@H](C)[C@@H]1O (some centres not stated)	u	0%&0%	-16&-1	-28%&-10%	-16%&1%	-59&-79	0%&-2%&12%	u	-6%&-18%
35	COC(=O)c1ccc(C(=O)N2CCCC(N3CCN(c4ccc(F)cc4)CC3)C2)nc1 (configuration not stated)	-9%	3%	17	21%	4%	3	7%	-2%	-4%
36	Cn1c(NCc2ccccc2F)nc2ccccc21	6%	13%	x	x	-6%	-12	x	x	x
37	C#CCOc1ccc(C2C(C(=O)OC)=C(C)NC3=C2C(=O)c2ccccc23)cc1OCC (configuration not stated)	5%	2%	x	x	-24%	-8	x	x	x
38	C=CC[C@@H](CC(=O)NCCO)C(=O)N[C@@H](COC(=O)[C@@H](CC=C)Cc1ccc(F)cc1)Cc1c[nH]c2ccccc12	-9%	-11%	-55*	-4%	-11%	3	u	0%	-7%
39	CCN(Cc1ccccc1)C(=O)Cn1cnc2c1c(=O)n(C)c(=O)n2C	-22%	1%	17	-10%	-4%	-5	-1%	-16%	-20%
40	CC(C)OC(=O)CSc1nc(-c2ccc(F)cc2)nc2ccc(F)cc12	-18%	-5%	-8	3%	16%	-7	-117%[0.0737 µM]	4%	-13%
41	COc1ccc2[nH]c(C(=O)N(Cc3ccccn3)Cc3ccccn3)cc2c1	u	0%	0	16%	-5%	0	9%	-18%	6%
42	Cn1c(Cn2cnc3ccccc32)nc2ccccc21	0%	-23%	-2	u	-14%	-5	-1%	-9%	-15%
43	CC(C)C[C@H]1COc2cc(Br)ccc2S(=O)(=O)N1	-11%	-13%	25	3%	3%	3	x	x	-1%
44	O=C(Cn1cc(C(=O)C2CC2)c2ccccc21)Nc1ccc(Br)cc1	21%	0%	x	x	9%	-9	x	x	x
45	O=C(O)COc1ccc(/C=C2\SC(=Nc3ccccc3)N(c3ccccc3)C2=O)cc1	23%	5%	-6	12%	-1%	0	16%	2%	-3%
46	CCN(CC)CCCNC(=O)c1cn(CC)c2ccc(S(=O)(=O)N(C)C3CCCCC3)cc2c1=O	u	2%	u	-1%	u	-5	3%	-25%	-8%
47	Nc1nc(SCC(=O)Nc2cccc(F)c2)n[nH]1	u	3%	11	10%	0%	1	-4%	2%	6%
48	O=C(Nc1ccc(Cl)cc1)Nc1nnc(SCc2ccc(Cl)cc2)s1	6%	-6%	-12	-2%	1%	-1	7%	2%	-2%
49	O=C(c1cc(C2CC2)on1)N1CCCC(N2CCN(c3cccc(C(F)(F)F)c3)CC2)C1 (configuration not stated)	-4%	-2%	-58*	-20%	145%[activator]	6	7%	u	-6%
50	Cc1ccc(C)c(NC(=O)Cn2ncc3c([nH]c4ccccc43)c2=O)c1	-8%	5%	x	x	4%	1	x	x	x
51	O=C(O)COc1ccc(NC(=O)c2cccs2)cc1	-14%	-3%	10	-4%	-16%	-4	-1%	-6%	-4%
52	Cc1cccc(CSc2nnc(NC(=O)c3ccco3)s2)c1	0%	-1%	0	1%	-11%	3	7%	-4%	10%
53	C=C1c2cccc(OC)c2O[C@H](C(=O)OCC)[C@@H]1CC(CC)CCCC (some centres not stated)	18%	11%	22	1%	20%	0	u	-2%	0%
